Nrf2 inh – inhibitors of Nrf2 signaling; AID 504444; 2.1% of 360,000 active; A549 ARE-Fluc reporter, luciferase luminescence, 18-24 h; Potency, µM (titrated, usually from 46 µM), inactives show at the top dose activity change, negative = inhibition, usual class: inhibitors; note: potency is the fitted concentration of half-maximal effect; % is set by controls: 0 for no effect and ±100 for the full control effect; nearly all actives have a fitted effect of over 60% in size
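Cells were seeded and rested 2 h, then exposed to compounds for 18-24 h. CellTiter-Fluor was read first as a viability measure. BugLite was added 15 min before the final luminescent read of ARE-luciferase activity in A549 cells.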
HepG2 tox – counter-screen for TGF-b inhibitors: cytotoxicity in HepG2 cells; HepG2 CAGA-GFP viability, ATP luminescence, 18 h; Potency, µM (series often up to 46.1 µM), for the others: top-dose activity change, negative = cytotoxicity, hits mostly cytotoxic; 0.76% of 410,000 active; note: potency is the fitted concentration of half-maximal effect; some results filed as inactive show a strong effect at the top dose
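HepG2 CAGA-GFP cells (1000/well, DMEM with 1% FBS) received compound, then TGF-beta at 500 pg/mL final, and were incubated 18 hours at 37 degrees C. Viability was read by CellTiter-Glo luminescence. Media-only wells were set as complete cell-killing and DMSO as no toxicity.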
EPAC2 agonist – agonists of human EPAC2 (RAPGEF4) | EPAC2 activation, biochemical qHTS; response scale: 100% = 6.5 mM cAMP response | Potency, µM (titrated, usually from 154 µM), inactives show at the top dose activation, most hits filed as activators | 0.079% of 360,000 active | AID 720711; note: potency is the fitted concentration of half-maximal effect; nearly all actives have a fitted effect of over 50% in size
Target sequence (Q8WZA2 whole entry, looked up): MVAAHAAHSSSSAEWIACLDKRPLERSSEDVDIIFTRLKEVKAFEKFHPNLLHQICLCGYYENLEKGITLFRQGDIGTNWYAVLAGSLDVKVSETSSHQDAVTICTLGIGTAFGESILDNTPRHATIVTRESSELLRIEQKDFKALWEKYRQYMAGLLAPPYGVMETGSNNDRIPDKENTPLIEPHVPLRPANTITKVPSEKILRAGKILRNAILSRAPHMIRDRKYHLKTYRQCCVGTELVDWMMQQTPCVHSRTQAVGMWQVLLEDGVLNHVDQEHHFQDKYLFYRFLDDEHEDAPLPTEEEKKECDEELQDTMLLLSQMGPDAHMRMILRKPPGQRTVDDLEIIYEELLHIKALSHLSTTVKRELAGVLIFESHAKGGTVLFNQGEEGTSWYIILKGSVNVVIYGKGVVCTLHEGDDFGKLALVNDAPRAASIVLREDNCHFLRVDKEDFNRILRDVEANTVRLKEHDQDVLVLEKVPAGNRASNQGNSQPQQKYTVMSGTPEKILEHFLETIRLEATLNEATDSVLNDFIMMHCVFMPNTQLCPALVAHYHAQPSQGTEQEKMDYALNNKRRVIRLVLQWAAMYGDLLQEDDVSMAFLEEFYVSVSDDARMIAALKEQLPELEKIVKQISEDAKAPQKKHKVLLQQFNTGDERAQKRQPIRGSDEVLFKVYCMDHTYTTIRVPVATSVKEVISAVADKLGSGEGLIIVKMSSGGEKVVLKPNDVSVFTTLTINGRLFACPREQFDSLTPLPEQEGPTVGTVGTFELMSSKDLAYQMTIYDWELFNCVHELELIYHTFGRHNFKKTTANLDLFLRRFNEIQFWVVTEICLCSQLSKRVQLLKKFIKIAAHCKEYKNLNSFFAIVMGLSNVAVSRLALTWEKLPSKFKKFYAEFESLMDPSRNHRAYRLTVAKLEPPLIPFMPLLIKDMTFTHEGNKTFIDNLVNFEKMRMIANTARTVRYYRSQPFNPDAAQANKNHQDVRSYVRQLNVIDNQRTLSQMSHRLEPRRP
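Guanine nucleotide exchange by EPAC2 is measured as reduced fluorescence of BODIPY-GDP once it is released from 250 nM Rap1B. Plates are read kinetically for 30 min at room temperature; results are scaled to 6.5 mM cAMP.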
ATXN2 expr inh – ATXN2 expression inhibition. AID 1745845. Potency, µM (series often up to 57 µM), for inactives: top-dose activity change, negative = inhibition, usual class: inhibitors. 0.72% of 360,000 active. HEK-293 ATXN2-luciferase reporter, luminescence, 24 h; note: potency is the fitted concentration of half-maximal effect; % is set by controls: 0 for no effect and ±100 for the full control effect; nearly all actives have a fitted effect of over 55% in size
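ATXN2-luciferase reporter cells (luciferase flanked by upstream and downstream ATXN2 gene portions) were treated 24 h at 37 °C with compounds at up to 57 uM. SteadyGlo luminescence gave expression; GF-AFC fluorescence gave viability.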
ATXN viability – viability counter-screen for ATXN expression inhibitors | S2 cells (HEK-293 line with an ATXN2-luciferase reporter) viability, CellTiter-Fluor protease fluorescence, 24 h | Potency, µM (top dose mostly 56.7 µM), hits mostly cytotoxic | 0.49% of 400,000 active; note: potency is the fitted concentration of half-maximal effect; nearly all actives have a fitted effect of over 40% in size
TGFb inhibitor – blocks TGF-b signaling. HepG2 CAGA-GFP TGF-b/SMAD3 reporter, GFP fluorescence, 18 h; TGF-beta stimulated, 500 pg/mL final. Potency, µM (series often up to 46.1 µM), for the others: top-dose activity, negative = inhibition, usual class: inhibitors. 1.2% of 410,000 active; note: potency is the fitted concentration of half-maximal effect; % is set by controls: 0 for no effect and ±100 for the full control effect; nearly all actives have a fitted effect of over 65% in size
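Per well, imaged GFP fluorescence of HEPG2 CAGA-GFP cells gives the signal; cells get compound, then TGF-beta (500 pg/mL final), 18 h at 37 degrees C; %Activity versus -TGF-beta and +DMSO controls.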
IL2 activator – activates IL-2 in a cell-based reporter assay. IL-2 activation reporter assay, cell-based qHTS; stimulated with anti-CD3/CD4/CD28 beads; in transgenic mouse T cells. activation, % (series mostly up to about 46 µM). 0.065% of 360,000 active; in the data active = activation above about 50%; inconclusive = mostly about 30% to 49%; note: 0% is about no effect
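Readout: EGFP and DsRed signals by fluorescent plate cytometry. Unstimulated transgenic mouse T cells received compound 60 min before antibody-bead stimulation, then incubated 18 h at 37 degrees C.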
Nrf2 ARE act – activates Nrf2 signaling; Potency, µM (series often up to 46.1 µM), for the others: at the highest dose activation, hits mostly activators; 0.31% of 410,000 active; AREc32 ARE-luciferase reporter (MCF7-derived line), luminescence, 24 h; note: potency is the fitted concentration of half-maximal effect; % of control where 0% means no effect; nearly all actives have a fitted effect of over 65% in size
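Reporter line AREc32 (ARE-Fluc), seeded overnight in OPTI-MEM with 5% FBS; compound pin-transferred, 24 hr at 37 deg C, 5% CO2; luminescent read-out.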
A549 tox – kills or reduces viability of A549 cells in Nrf2 counter-screen; Potency, µM (top dose mostly 46 µM), for inactives: at the top dose activity change, negative = cytotoxicity, hits mostly inhibitors; A549 ARE-Fluc cells, CellTiter-Fluor viability, 18-24 h; AID 504648; 0.16% of 390,000 active; note: potency is the fitted concentration of half-maximal effect; % is set by controls: 0 for no effect and ±100 for the full control effect
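A549 ARE-Fluc cells in 5% FBS OPTI-MEM, 5000 cells/well, rested 2 h then exposed to compounds in concentration-response for 18-24 h at 37 °C. Viability by CellTiter-Fluor fluorescence (Ex 405/Em 525) after 30 min; luciferase luminescence (BugLite, 15 min, RT) read afterwards.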
* hit, by the source's call; [ ] = another dose, or the depositor's remark. Unless noted, calls come from the whole dose curve; as a rule, active = well fitted curve in the direction sought with a large enough effect; inconclusive = small, poorly fitted or top-dose-only effect, or another doubt; inactive = no such curve, though single readings can be large; an effect the other way counts as inactive or inconclusive.

What do the screens show for `CC(C)(C)OC(=O)N1CCCC1C(=O)N1CCCC1C(=O)N1CCCC1C(=O)O` (centres undefined)?
Nrf2 inh: 8.3%; HepG2 tox: 6.9%; EPAC2 agonist: 9.7%; ATXN2 expr inh: 3.9%; ATXN viability: inconclusive; TGFb inhibitor: -4.1%; IL2 activator: -4.8; Nrf2 ARE act: 0.4%; A549 tox: 4.4%

Results for NC(=O)c1cccnc1Nc1ccccc1Cl ?
Nrf2 inh: -1.0%; HepG2 tox: 7.8%; EPAC2 agonist: 12.7%; ATXN2 expr inh: -1.7%; ATXN viability: inactive; TGFb inhibitor: -0.5%; IL2 activator: -4.3; Nrf2 ARE act: 4.0%; A549 tox: -2.7%

What do the screens show for `CC(C)C[C@@H](CO)NC(=O)CC[C@H](NC(=O)OC(C)(C)C)C(=O)N(Cc1ccccc1)Cc1ccccc1`?
Nrf2 inh: -0.3%; HepG2 tox: 6.5%; EPAC2 agonist: -8.2%; ATXN2 expr inh: -10.3%; ATXN viability: inconclusive; TGFb inhibitor: -16.9%; IL2 activator: 5.2; Nrf2 ARE act: -0.5%; A549 tox: -8.8%

Results for CSc1n[nH]c(=S)n1N ?
Nrf2 inh: -8.0%; HepG2 tox: 4.1%; EPAC2 agonist: 6.4%; ATXN viability: inactive; TGFb inhibitor: -6.1%; IL2 activator: 0.0; Nrf2 ARE act: -0.5%; A549 tox: 0.5%

How did C/C(=N\NC(=O)c1c(Br)c(C)nn1C)c1cccc(NC(=O)c2ccccc2C)c1 do in these assays?
Nrf2 inh: -14.7%; HepG2 tox: 10.4%; EPAC2 agonist: 5.1%; ATXN2 expr inh: 7.8%; ATXN viability: inactive; TGFb inhibitor: 2.8%; IL2 activator: -0.5; Nrf2 ARE act: 0.3%; A549 tox: -0.6%

How did COc1ccc(NC(=O)COC(=O)CCc2nc3ccccc3c(=O)[nH]2)c(OC)c1 do in these assays?
Nrf2 inh: 9.8%; HepG2 tox: 1.6%; EPAC2 agonist: -2.2%; ATXN viability: inactive; TGFb inhibitor: -9.0%; IL2 activator: -0.3; Nrf2 ARE act: 0.5%; A549 tox: -1.4%

What do the screens show for `Cc1ccc(NC(=O)C2CCCN(S(=O)(=O)c3ccc4[nH]c(=O)ccc4c3)C2)cc1Cl` (centres undefined)?
Nrf2 inh: -2.0%; HepG2 tox: -42.7%; TGFb inhibitor: inconclusive; Nrf2 ARE act: -0.5%; A549 tox: -1.3%

What do the screens show for `CCc1c(C(=O)NNC(=S)NCCc2ccccc2)csc1C`?
Nrf2 inh: 14.0%; HepG2 tox: -9.8%; EPAC2 agonist: 6.7%[15.6 µM]; ATXN2 expr inh: 9.2%; ATXN viability: inactive; TGFb inhibitor: inconclusive; IL2 activator: 2.5; Nrf2 ARE act: 2.2%; A549 tox: 1.6%

What do the screens show for `CC1(C)CC(=O)c2sc(NC(=O)Cc3cccs3)nc2C1`?
Nrf2 inh: 13.9%; HepG2 tox: -19.4%; EPAC2 agonist: 5.8%; ATXN2 expr inh: 11.8%; ATXN viability: inactive; TGFb inhibitor: 3.8%; IL2 activator: -1.4; Nrf2 ARE act: -0.2%; A549 tox: 4.8%

How did COc1cccc(CC(=O)Nc2ccc(S(=O)(=O)N3CCCCC3)cc2)c1 do in these assays?
Nrf2 inh: inconclusive; HepG2 tox: -8.8%; EPAC2 agonist: 12.5%; ATXN2 expr inh: 5.3%; ATXN viability: inactive; TGFb inhibitor: -2.1%; IL2 activator: -0.2; Nrf2 ARE act: 2.0%; A549 tox: -11.1%

Results for Cc1cnc(C(=O)OCC(=O)N2C(C)CCCC2C)cn1 (centres undefined) ?
Nrf2 inh: 1.6%; HepG2 tox: 2.5%; EPAC2 agonist: 6.7%; ATXN viability: inconclusive; TGFb inhibitor: -4.8%; IL2 activator: -0.2; Nrf2 ARE act: -0.8%; A549 tox: 3.9%

How did CCN1C[C@@H]2[C@@H]3C(=O)N(Cc4ccccc4)C(=O)[C@@H]3[C@](C)(C1=O)N2C(=O)c1ccc(C(F)(F)F)cc1 do in these assays?
Nrf2 inh: 1.3%; HepG2 tox: 7.2%; EPAC2 agonist: -10.8%; ATXN2 expr inh: 0.6%; ATXN viability: inactive; TGFb inhibitor: -6.4%; IL2 activator: -0.1; Nrf2 ARE act: 0.4%; A549 tox: -7.4%

Results for O=C(/C=C/c1ccc(OCc2ccccc2)c(OCc2ccccc2)c1)c1cccnc1 ?
Nrf2 inh: -23.8%; HepG2 tox: -77.5%; EPAC2 agonist: 5.9%; ATXN2 expr inh: 0.0%; ATXN viability: inconclusive; TGFb inhibitor: inconclusive; IL2 activator: -0.8; Nrf2 ARE act: -0.7%; A549 tox: 2.7%

Results for COc1ccc2[nH]c(C(=O)N(Cc3ccccn3)Cc3ccccn3)cc2c1 ?
Nrf2 inh: inconclusive; HepG2 tox: -12.4%; EPAC2 agonist: 5.5%; TGFb inhibitor: -16.2%; IL2 activator: 2.7; Nrf2 ARE act: 4.3%; A549 tox: 0.0%

How did Cc1onc(-c2ccccc2Cl)c1C(=O)O/N=C(\N)c1cccc([N+](=O)[O-])c1 do in these assays?
HepG2 tox: -26.7%; EPAC2 agonist: -3.2%; ATXN viability: inactive; TGFb inhibitor: -1.4%; IL2 activator: -2.1; Nrf2 ARE act: 0.3%

Results for COC(=O)c1oc2ccc(Br)cc2c1NC(C)=O ?
Nrf2 inh: 7.0%; HepG2 tox: -15.9%; EPAC2 agonist: 1.4%; ATXN2 expr inh: -7.7%; ATXN viability: inactive; TGFb inhibitor: 5.7%; IL2 activator: -0.6; Nrf2 ARE act: 2.7%; A549 tox: 3.1%

How did C=CCNC(=O)NC(=O)COn1nnc2ccc(S(=O)(=O)N(C)C)cc21 do in these assays?
Nrf2 inh: 2.5%; HepG2 tox: -5.0%; EPAC2 agonist: 5.8%; ATXN2 expr inh: -3.6%; ATXN viability: inactive; TGFb inhibitor: 0.0%; IL2 activator: 0.0; Nrf2 ARE act: -0.7%; A549 tox: 0.3%

How did Cc1cccc(NC(=O)CCc2ccccc2)c1 do in these assays?
Nrf2 inh: inconclusive; HepG2 tox: -29.3%; EPAC2 agonist: 6.0%; ATXN2 expr inh: 24.0%; ATXN viability: inactive; TGFb inhibitor: -5.8%; IL2 activator: -0.5; Nrf2 ARE act: 2.6%; A549 tox: 2.0%

How did CCC(=O)Nc1ccc(NC(=O)c2cccc3ccccc23)cc1 do in these assays?
Nrf2 inh: -1.9%; HepG2 tox: -2.0%; EPAC2 agonist: 2.7%; ATXN2 expr inh: -7.8%; ATXN viability: inactive; TGFb inhibitor: 3.7%; IL2 activator: -0.1; Nrf2 ARE act: -0.7%; A549 tox: 1.6%

What do the screens show for `Cc1ccc(C(=O)Nc2ccc3oc(-c4ccccc4C)nc3c2)cc1`?
Nrf2 inh: 6.51µM*; HepG2 tox: -23.7%; ATXN2 expr inh: -11.0%; ATXN viability: inconclusive; TGFb inhibitor: 1.9%; Nrf2 ARE act: 3.9%; A549 tox: -13.3%

What do the screens show for `O=C(NCCNC(=O)c1ccc(Br)o1)c1ccc(Br)o1`?
Nrf2 inh: -9.3%; HepG2 tox: -34.3%; EPAC2 agonist: 8.3%; ATXN2 expr inh: -2.5%; ATXN viability: inactive; TGFb inhibitor: -4.2%; IL2 activator: 0.8; Nrf2 ARE act: 3.1%; A549 tox: 0.2%

Results for O=S(=O)(c1ccc2oc(=S)[nH]c2c1)N1CCOCC1 ?
Nrf2 inh: 7.6%; HepG2 tox: -2.1%; EPAC2 agonist: 2.2%; ATXN2 expr inh: 0.1%; ATXN viability: inactive; TGFb inhibitor: -3.2%; IL2 activator: -0.1; Nrf2 ARE act: -0.6%; A549 tox: -4.4%

How did Cc1ccc(OCC(=O)NC2CC(C)(C)NC(C)(C)C2)c(C)c1 do in these assays?
Nrf2 inh: -8.2%; HepG2 tox: -13.7%; EPAC2 agonist: -2.6%; ATXN2 expr inh: -7.0%; ATXN viability: inactive; TGFb inhibitor: -0.2%; IL2 activator: -2.0; Nrf2 ARE act: 0.2%; A549 tox: 15.5%

How did COc1ccccc1NC(=O)C1=C(C)Nc2nc(-c3ccc(N(C)C)cc3)nn2C1c1ccncc1 (centres undefined) do in these assays?
Nrf2 inh: 14.4%; HepG2 tox: -18.8%; EPAC2 agonist: -2.7%; ATXN2 expr inh: 2.8%; ATXN viability: inactive; TGFb inhibitor: inconclusive; IL2 activator: -3.2; Nrf2 ARE act: -0.9%; A549 tox: 20.1%

What do the screens show for `COc1ccccc1C(=O)NCCOc1ccc(C)c(C)c1`?
Nrf2 inh: 9.4%; HepG2 tox: 5.5%; EPAC2 agonist: 19.1%; ATXN2 expr inh: 10.3%; ATXN viability: inactive; TGFb inhibitor: -2.1%; IL2 activator: -0.2; Nrf2 ARE act: 2.0%; A549 tox: inconclusive

What do the screens show for `Cc1ccc(C)c(S(=O)(=O)N2CCN(CC(=O)NC(=O)NCc3ccccc3)CC2)c1`?
Nrf2 inh: -6.3%; HepG2 tox: -7.9%; EPAC2 agonist: 11.2%; ATXN2 expr inh: 10.9%; ATXN viability: inactive; TGFb inhibitor: -3.6%; IL2 activator: -2.0; Nrf2 ARE act: -0.4%; A549 tox: -2.5%

How did COc1ccc(NC(=O)C(NC(=O)/C=C\c2ccc3c(c2)OCO3)c2ccccc2)cc1 (centres undefined) do in these assays?
Nrf2 inh: -19.4%[9.27 µM]; HepG2 tox: -27.7%; TGFb inhibitor: inconclusive; Nrf2 ARE act: -0.4%; A549 tox: inconclusive
